Screens (PubChem BioAssay)
MCF10A rereplic – induces DNA re-replication in MCF 10a normal breast cells | 2.9% of 350,000 active | Potency, µM (titrated, usually from 46.1 µM), without a hit: at the highest dose activity, positive = re-replication, most hits filed as activators | MCF 10A DNA re-replication, Hoechst nuclear intensity, 48 h; further: potency means the concentration at half of the fitted maximal effect; % of control where 0% means no effect; nearly all actives have a fitted effect of over 50% in size
Nrf2 ARE act – Nrf2 pathway activation | 0.31% of 410,000 active | Potency, µM (doses to about 46.1 µM), inactives show at the top dose activation, hits mostly activators | AREc32 ARE-luciferase reporter (MCF7-derived line), luminescence, 24 h | AID 624171; further: potency means the concentration at half of the fitted maximal effect; % of control where 0% means no effect; nearly all actives have a fitted effect of over 65% in size
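For detection, Steady-Glo was added and plates sat 30 min at RT; before that, AREc32_Fluc cells grown overnight in OPTI-MEM/5% FBS had been treated with 23 nL compound for 24 hr at 37 deg C.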
Nrf2 block – Nrf2 pathway inhibition. A549 ARE-Fluc reporter, luciferase luminescence, 18-24 h. Potency, µM (series often up to 46 µM), for inactives: top-dose activity change, negative = inhibition, most hits filed as inhibitors. 2.1% of 360,000 active; further: potency means the concentration at half of the fitted maximal effect; on the % scale 0 is the no-effect control and ±100 the full control effect; nearly all actives have a fitted effect of over 60% in size
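Nrf2 activity is the BugLite luminescence, read 15 min after reagent at room temperature, following CellTiter-Fluor cytotoxicity readout (30 min, 37C). Compound titrations were applied for 18-24 h to 5000 A549 ARE_Fluc cells/well in 5% FBS OPTI-MEM.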
TGFb SMAD3 inh – blocks TGF-b signaling. 1.2% of 410,000 active. Potency, µM (titrated, usually from 46.1 µM), inactives show top-dose activity, negative = inhibition, actives largely listed as inhibitors. HepG2 CAGA-GFP TGF-b/SMAD3 reporter, GFP fluorescence, 18 h; TGF-beta stimulated, 500 pg/mL final; further: potency means the concentration at half of the fitted maximal effect; on the % scale 0 is the no-effect control and ±100 the full control effect; nearly all actives have a fitted effect of over 65% in size
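HEPG2 CAGA-GFP reporter cells (1000/well, DMEM with 1% FBS) received compounds, then recombinant TGF-beta at 500 pg/mL final for 18 hours at 37 degrees C. Per-cell GFP summed per well was normalised to unstimulated and stimulated DMSO controls before curve fitting.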
ATXN viability – viability counter-screen for ATXN expression inhibitors; AID 651635; Potency, µM (doses to about 56.7 µM), actives largely listed as cytotoxic; 0.49% of 400,000 active; S2 cells (HEK-293 line with an ATXN2-luciferase reporter) viability, CellTiter-Fluor protease fluorescence, 24 h; further: potency means the concentration at half of the fitted maximal effect; nearly all actives have a fitted effect of over 40% in size
ATXN2 expr inh – reduces ATXN2 reporter expression in HEK-293 cells; HEK-293 ATXN2-luciferase reporter, luminescence, 24 h; Potency, µM (titrated, usually from 57 µM), without a hit: at the top dose activity change, negative = inhibition, actives largely listed as inhibitors; 0.72% of 360,000 active; AID 1745845; further: potency means the concentration at half of the fitted maximal effect; on the % scale 0 is the no-effect control and ±100 the full control effect; nearly all actives have a fitted effect of over 55% in size
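qHTS (up to 57 uM final) was run with 24 h compound exposure of reporter cells at 37 °C. Each well was multiplexed: SteadyGlo luminescence measured ATXN2-luciferase expression after a fluorogenic Gly-Phe-AFC viability readout (25 uM final).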
HepG2 viability – kills HepG2 cells in TGF-b inhibitor counter-screen. 0.76% of 410,000 active. HepG2 CAGA-GFP viability, ATP luminescence, 18 h. Potency, µM (top dose mostly 46.1 µM), for the others: at the top dose activity change, negative = cytotoxicity, most hits filed as cytotoxic. AID 588856; further: potency means the concentration at half of the fitted maximal effect; some results filed as inactive show a strong effect at the top dose
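CellTiter-Glo luminescence gave cytotoxicity after 18 hours at 37 degrees C. The cells were HepG2 CAGA-GFP in 1% FBS DMEM, stimulated with 500 pg/mL TGF-beta after compound addition. %Activity was normalised to no-cell wells (complete cell-killing) and DMSO (no toxicity), and curves were fitted and classified.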
A549 viability – counter-screen for Nrf2 inhibitors: cytotoxicity in A549 cells; AID 504648; 0.16% of 390,000 active; Potency, µM (highest dose often 46 µM), for the others: at the highest dose activity change, negative = cytotoxicity, actives largely listed as inhibitors; A549 ARE-Fluc cells, CellTiter-Fluor viability, 18-24 h; further: potency means the concentration at half of the fitted maximal effect; on the % scale 0 is the no-effect control and ±100 the full control effect
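Cytotoxicity counterscreen: CellTiter-Fluor fluorescence was measured in A549 ARE_Fluc cells after 18-24 h of compound exposure in a concentration series. The subsequent BugLite luminescent read reports ARE-luciferase activity.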
IL1B secr inh – inhibitors of inflammasome signaling (IL-1 beta secretion) | activity change, % at 57.5 µM | THP-1 LPS/ATP IL-1B secretion, AlphaLISA, 16 h; stronger effect = lower value | 4.7% of 360,000 active; in the data active means activity change below about -50%; inconclusive means mostly about -30% to -49%; further: on the % scale 0 is the no-effect control and ±100 the full control effect
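THP-1 cells pretreated 1 hr with compounds (up to 57.5 uM final), then stimulated with LPS (250 ng/mL final) plus ATP (1.25 mM final); secreted IL-1B measured by AlphaLISA after 16 hr, decreased signal indicating inhibition.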
* = called active by the depositor; i = inactive; ? = inconclusive; · = no result given; & = joins results of further samples; [ ] = dose if it differs, or a comment. Unless noted, the call rests on the fitted dose curve; in most records, active means well fitted curve in the direction sought with a large enough effect; inconclusive means small, poorly fitted or top-dose-only effect, or another doubt; inactive means no such curve, though single readings can be large; an effect the other way counts as inactive or inconclusive. Rows were taken by chance, and some 8.8% of all compounds hit somewhere here.

canonical_smiles,MCF10A rereplic,Nrf2 ARE act,Nrf2 block,TGFb SMAD3 inh,ATXN viability,ATXN2 expr inh,HepG2 viability,A549 viability,IL1B secr inh
O=C(CSc1ccc(Cl)cc1)Nc1ccccc1N1CCN(C(=O)c2ccccc2)CC1,?,0.4%,?,21%,i,-36%,2%,?,-4
COc1ccc(CCN(C)C(=O)c2ccc3c(=O)n4c(nc3c2)CCCCC4)cc1OC,-8%,0.9%,3%,2%,i,-4%,14%,0%,?
Cc1cc(C)c(C(=O)CC2(O)C(=O)Nc3ccccc32)cc1C (stereo not given),-16%,-0.6%,?,6%,i,-5%,4%,-15%,-1
Cc1cc(O)ccc1-c1cc(C(=O)NCc2cc(C(F)(F)F)cc(C(F)(F)F)c2)[nH]n1,·,-0.9%,·,?,?,-10%,13µM*,·,-53*
CC(=O)C1=C(O)C(=O)N(Cc2cccnc2)C1c1ccc(O)cc1 (stereo not given),-2%,1.7%,5%,7%,i,27%,-6%,2%,7
O=C(Nc1ccc(Br)c2cccnc12)c1ccc(Cn2cc([N+](=O)[O-])cn2)o1,4%,3.0%,?,?,i,7%,0%,4%,16
Nc1nn(-c2ccccc2)c(N)c1N=Nc1ccccc1F,8.2µM*,2.5%,?,-25%,?,51%[activator],5%,?,-54*
CC1CCCCN1C(=O)CSc1nc2ccsc2c(=O)n1Cc1ccccn1 (stereo not given),2%,2.6%,14%,5%,i,10%,11%,-4%,-7
COc1ccc(/C=N/Nc2nnc(Cc3ccccc3)c(=O)[nH]2)cc1,-13%,0.2%,2%,-12%,i,0%,-5%,1%,27
Cc1cc(NC(=O)CSc2nc(N)c(NC(=O)c3ccccc3F)c(=O)[nH]2)no1,11%,-0.4%,-18%,18%,i,8%,-39%,-14%,i
C/C(Nc1ccc(C)cc1)=C(/C#N)C(N)=O,6%,-0.5%,?,2%,i,19%,4%,21%,-2
CCCCc1c(O)nc(SC2CC(=O)N(c3ccc(C(=O)OCC)cc3)C2=O)[nH]c1=O (stereo not given),?,0.1%,-21%,2%,i,·,-10%,10%,-2

An excerpt of these results, as labelled records.
Cc1cc(C)c(C(=O)CC2(O)C(=O)Nc3ccccc32)cc1C (stereo not given)
  MCF10A rereplic: -16% | Nrf2 ARE act: -0.6% | Nrf2 block: ? | TGFb SMAD3 inh: 6% | ATXN viability: i | ATXN2 expr inh: -5% | HepG2 viability: 4% | A549 viability: -15% | IL1B secr inh: -1
O=C(CSc1ccc(Cl)cc1)Nc1ccccc1N1CCN(C(=O)c2ccccc2)CC1
  MCF10A rereplic: ? | Nrf2 ARE act: 0.4% | Nrf2 block: ? | TGFb SMAD3 inh: 21% | ATXN viability: i | ATXN2 expr inh: -36% | HepG2 viability: 2% | A549 viability: ? | IL1B secr inh: -4

Other records follow.
canonical_smiles,MCF10A rereplic,Nrf2 ARE act,Nrf2 block,TGFb SMAD3 inh,ATXN viability,ATXN2 expr inh,HepG2 viability,A549 viability,IL1B secr inh
Cc1ccc(C)c(N2CCN(C(=O)c3ccc(CSc4nc5ccncc5[nH]4)cc3)CC2)c1,16%,0.8%,?,?,?,?,-17%,2%,36
O=C(O)CCC(=O)N1CCc2cc(S(=O)(=O)NCc3ccc(F)cc3)ccc21,·,0.4%,19%,2%,i,0%,-1%,6%,·
COc1ccc(/C=C/C=C2\N=C(SC)SC2=O)cc1,15%,0.9%,6%,-9%,i,6%,5%,-4%,-5
COc1cccc(OCC(=O)NNC(=O)CCc2ccccc2)c1,5%,0.3%,-1%,3%,?,9%,1%,0%,0
CC[C@H](C)[C@@H](C(=O)N1CCNCC1)n1cc([C@@H](N)CO)nn1,-2%,-0.9%,-3%,23%,i,7%,-5%,-11%,2
Cc1ccccc1Cn1cc(CCC(=O)NCc2cccc(Br)c2)c2ccccc21,·,3.9%,?,-24%,·,·,-36%,1%,·
O=C(Nc1cccc2cccnc12)OC(Cl)(Cl)Cl,·,·,?,-23%,·,·,-39%,-1%,·
Cc1cc(O)c2c(-c3ccccc3)cc(=O)oc2c1,7%,3.1%,-3%,0%,i,3%,-19%,-5%,6
CN(N)C(=S)Nc1ccc(Cl)cc1,1%,-0.5%,6%,-9%,i,-3%,-6%,-1%,1
Cc1nc2ccccc2c2oc(C(=O)NCCCN3CC(C)CC(C)C3)cc12 (stereo not given),-3%,6.8%,3%,-10%,i,-20%,-22%,-11%,-19
CCCc1cc2c(cc1NS(=O)(=O)c1ccc(CCNC(C)=O)cc1)OCO2,0%,-0.8%,-14%,?,i,-9%,1%,·,-9
Nc1ccc(C(=O)N2CCN(S(=O)(=O)c3ccc(Cl)cc3)CC2)cc1[N+](=O)[O-],?,2.5%,-21%,-23%,i,-25%,-1%,24%,-21
Cc1cc(C)n2nc(CNS(=O)(=O)c3ccccc3)nc2n1,·,0.4%,6%,8%,i,5%,-19%,0%,·
CC(=O)Nc1ccc(NC(=O)C(C)OC(=O)CCSc2ccccc2Cl)cc1 (stereo not given),7%,1.8%,2%,0%,·,·,-2%,13%,-16
NC1=NC(=O)CC(C(=O)NCCc2ccccc2)S1 (stereo not given),1%,2.4%,-4%,20%,i,8%,-13%,0%,-5
COC(=O)CC1C(=O)NCCN1C(=O)NC1CCCCC1 (stereo not given),-7%,0.1%,-16%,3%,i,-2%,1%,-1%,6
Cc1ccc(OCCN2CCCC2)cc1,?,-0.4%,-3%,-3%,i,-1%,1%,3%,18
O=S(=O)(NCc1ccc2c(c1)OCO2)c1ccc(F)cc1,25%,0.3%,-9%,7%,i,0%,-15%,5%,-5
COc1ccc(C(C)(C)NC(=O)C2CCC(=O)N(C3CC3)C2)cc1OC (stereo not given),1%,-0.7%,17%,-5%,i,2%,8%,-8%,-1
COc1ccc(OC)c(NC(=O)c2cccc3c2C(=O)N(C2CCCCC2)C3)c1,?,-0.5%&-0.9%,?,-1%&8%,i,1%,-27%&0%,-2%&-1%,-7
O=C(C[C@H]1C(=O)N(c2ccc(Br)cc2)C[C@@H]1Cc1ccccc1)Nc1ccccc1,·,0.1%,·,0%,?,-20%,-15%,·,-4
COC(=O)c1cccc(N2C(=O)C3C4C=CC(CC4)C3C2=O)c1 (stereo not given),-4%,-0.3%,0%,-7%,i,·,-19%,0%,16
COC(=O)c1ccc(NC(=O)c2nn(C)c3c2COc2ccccc2-3)cc1,·,-0.6%,?,-4%,·,·,-19%,-1%,·
Cc1cccc(CN2C(=O)c3ccccc3Sc3ccc(C(=O)NCCN4CCOCC4)cc32)c1,?,2.4%,-14%,-6%,i,-9%,-13%,-8%,-68*
O=C(CSC1=NCCS1)N1N=C(c2cccs2)CC1c1ccc(F)cc1 (stereo not given),·,11%,·,?,?,·,22%,·,-66*
O=C(CCCn1c(=S)[nH]c2ccccc2c1=O)NC1CCCCC1,2%,-0.4%,4%,-17%,·,·,-7%,-6%,-6
CCC(C)c1ccc(NC(=S)Nc2ccc(OC)cc2)cc1 (stereo not given),?,3.2%,?,?,i,10%,-20%,4%,-18
C[C@H](CO)N1C[C@H](C)[C@@H](CN(C)Cc2ccncc2)OCCCC[C@H](C)Oc2ccc(NC(=O)CCCN(C)C)cc2C1=O,·,-0.7%,·,-1%,i,-7%,-9%,·,3
O=C(NCCCN1CCOCC1)c1cccc(S(=O)(=O)N2CCN(c3ccccc3)CC2)c1,16%,2.8%,7%,?,i,-7%,-3%,3%,3
Cc1nc(NC(=O)c2ccc(Br)o2)ccc1Br,-9%,?,?,-16%,i,34%[activator],-12%,7%,22
NS(=O)(=O)c1cccc(NC(=O)c2ccc(S(=O)(=O)N3CCCCCC3)cc2)c1,6%,1.9%,?,-16%,?,-12%,-37%,-15%,-12
Cc1cc(NCCCN)nc(-c2ccccc2O)n1,?,6.8%,34%,?,i,2%,-35%,5%,-62*
CCOC(=O)c1c(NC(=O)CSc2nnc(C)s2)sc2c1CCCCC2,4%,0.2%,?,-10%,i,-29%,-25%,-18%,-2
Fc1ccc(-n2cc(-c3ccccc3)c3c(NCCc4ccccc4)ncnc32)cc1,·,5.2%,·,-25%,·,·,-22%,19%,·
Nc1nc(N)c(N=O)c(Nc2cccc(Cl)c2)n1,·,0.3%,·,·,i,-12%,·,·,?
CCc1ccc(C(O)c2ncc(-c3ccccc3Cl)[nH]2)cc1 (stereo not given),·,-0.3%[9.22 µM],·,13%,?,9%,-14%,·,-11
CC(=O)c1cccc(NC(=O)CN2C(=O)NC(C)(C)C2=O)c1,-1%,2.5%,16%,3%,i,5%,10%,9%,18
O=C1C2C3C=CC(CC3)C2C(=O)N1c1ccccc1F (stereo not given),-3%,-0.2%,6%,8%,i,0%,8%,-4%,4
CCOc1ccc(NC(=O)N2CCOc3ccccc32)cc1,·,1.4%,1%,-3%,·,·,-19%,0%,·
COc1cccc(C(=O)Nc2c3c(nn2-c2ccccc2C)CS(=O)C3)c1OC (stereo not given),16%,0.3%,5%,-2%,i,-2%,0%,0%,24
CC(C)(C)OC(=O)N1Cc2ccccc2C[C@H]1C(=O)O,10%,0.3%,-6%,5%,i,-1%,3%,2%,44
COc1ccccc1N1C(=O)c2ccccc2NC1C(OC)OC (stereo not given),8%,-0.4%,1%,6%,i,-4%,-10%,-4%,-1
COC(=O)c1cc2oc3ccccc3c2n1Cc1nc(-c2ccccc2Cl)oc1C,·,0.3%,8%,-1%,i,-9%,-14%,5%,·
O=C(NCc1ccco1)C1CCCN1C(=O)Nc1ccccc1 (stereo not given),-18%,-0.8%,?,8%,i,16%,3%,0%,15
COc1cccc(C(=O)NCC(c2ccc(N(C)C)cc2)N2CCOCC2)c1OC (stereo not given),·,3.1%,·,-25%,·,·,2%,-7%,·
